ALOX12 inh: Primary qHTS assay for inhibitors of human arachidonate 12S-lipoxygenase (ALOX12): Round 2. Polyunsaturated fatty acid lipoxygenase ALOX12 (Homo sapiens), P18054. purified 12hLO, xylenol orange hydroperoxide absorbance. Potency, µM (doses to about 108 µM), for inactives: at the top dose activity change, negative = inhibition, actives largely listed as inhibitors. 1.1% of 580,000 active; active = well fitted inhibition curve with a large enough effect; inconclusive = small, poorly fitted or top-dose-only effect, or another doubt; inactive = no such curve, though single readings can be large or run the other way
Target sequence (P18054 whole entry, looked up): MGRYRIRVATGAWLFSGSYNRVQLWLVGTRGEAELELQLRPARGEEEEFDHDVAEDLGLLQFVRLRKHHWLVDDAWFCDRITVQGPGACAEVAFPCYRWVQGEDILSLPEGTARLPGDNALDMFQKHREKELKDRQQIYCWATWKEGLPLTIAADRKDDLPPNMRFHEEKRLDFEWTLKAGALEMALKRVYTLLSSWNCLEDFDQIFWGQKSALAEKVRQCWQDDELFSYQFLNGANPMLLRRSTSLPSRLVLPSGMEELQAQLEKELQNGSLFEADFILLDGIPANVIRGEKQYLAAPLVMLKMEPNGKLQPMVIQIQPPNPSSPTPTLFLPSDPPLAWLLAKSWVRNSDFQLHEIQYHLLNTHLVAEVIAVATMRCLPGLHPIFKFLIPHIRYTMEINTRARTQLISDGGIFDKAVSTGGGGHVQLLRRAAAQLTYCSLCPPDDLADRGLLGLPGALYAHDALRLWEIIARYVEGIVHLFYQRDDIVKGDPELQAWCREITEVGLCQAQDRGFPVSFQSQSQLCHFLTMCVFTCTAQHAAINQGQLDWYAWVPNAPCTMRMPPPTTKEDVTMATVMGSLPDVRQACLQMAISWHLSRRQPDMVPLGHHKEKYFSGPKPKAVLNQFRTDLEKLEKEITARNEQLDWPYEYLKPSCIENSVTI
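Purified human 12hLO (150 nM final) in 25 mM Hepes, 0.01% Triton X-100, pH 7.0 was preincubated 15 min at room temperature with compound. Then 40 uM arachidonic acid was added, 30 min. Hydroperoxide was read by Fe-XO absorbance ratio 573/405 nm.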
The depositor's hits bear a star; ? = inconclusive; [ ] = remark or other dose. % is set by controls: 0 for no effect and ±100 for the full control effect; potency is the fitted concentration of half-maximal effect. Not all compounds are listed. The share of hits here may be higher or lower than overall.

ALOX12 inh	mol
30%[176 µM]	O=C(NCc1ccccc1)N1CC[C@H](c2nc3ccc(F)cc3[nH]2)C1
-3%	COc1cccc(C(=O)NCCC2CCN(C(=O)Nc3ccc(C)cc3)CC2)c1
15%	Cc1oncc1S(=O)(=O)N1C[C@H](CO)C[C@H](CN2CCCC2)C1
43%[activator]	COCCCN1CCC(CNc2ncncn2)C1 (centres undefined)
10%[176 µM]	C=CCNC(=O)N[C@H]1CO[C@H]2[C@@H]1OC[C@H]2OC(=O)Nc1cccc(C(C)=O)c1
23%	Cc1ncoc1C(=O)N1CCC(c2noc(-c3cccnc3)n2)C1 (centres undefined)
18%	COCCCN1CCC(CNc2nccc(-c3cnn(C)c3)n2)C1 (centres undefined)
?	O=S1(=O)N[C@@H](Cc2ccccc2)COc2cc(NC3CC3)ccc21

More entries:
ALOX12 inh	mol
28%	O=C(NCC1CC1)C1(CCO)CC12CCOCC2 (centres undefined)
-16%	Cc1cccc(C(=O)N2C[C@@H](COc3ccccc3)[C@H](C(N)=O)C2)c1
16%	COc1ccc2[nH]c3c(c2c1)CCNC31CCNCC1
-13%	O=C(Cc1c(F)cccc1Cl)N1CCN(c2cc(-c3ccccc3)[nH]n2)CC1
5µM*	COc1cccc(CC(=O)N2CCC3(CC2)NC(=O)N(c2cccc(F)c2)N3)c1
?	Cn1cccc1C(=O)N1CCCC(c2nnnn2C)C1 (centres undefined)
12%	CCOc1ccc2c(C)c(C(=O)N3CC[C@](C)(O)[C@H](C)C3)oc2c1OCC
0%[12.5 µM]	O=C1Nc2ccccc2CC12CN(CC1CCCC1)C2

The listing continues.
ALOX12 inh	mol
12%	Cc1ccc(Cn2c(-c3cccc(Cl)c3)nc(C)c(CCO)c2=O)cc1
10%[176 µM]	COc1ccc(-c2cccc(COc3ccc4c(cnn4CC[S+](C)(=O)[O-])c3)c2)cc1
6%[6.33 µM]	O=C1NCc2ccccc2CC12CCN(Cc1ccsc1)CC2
14%[176 µM]	CC(C)C[C@@H](NC(=O)C1=C[C@@H](NC(=O)Nc2cccc(F)c2)[C@@H](O)[C@H](O)C1)C(N)=O
17%	O=C(c1n[nH]c2ccccc12)N1CCC(OCCOc2ccccc2)CC1
-17%[176 µM]	COc1ccc(-c2nnc3n2CCN(C(=O)N(C)C)C3)cc1
55%[activator]	Cc1cc(C)cc(C(=O)N2CCN(C3CCN(CCc4ccccc4)C3=O)CC2)c1 (centres undefined)
112µM*	O=C(Nc1ccccc1)N[C@H]1[C@H](O)[C@@H](N2CCN(c3ccccc3)CC2)[C@@H]2OC[C@H]1O2

Part of the list above in order of heavy-atom count, ascending:
ALOX12 inh	mol
-17%[176 µM]	COc1ccc(-c2nnc3n2CCN(C(=O)N(C)C)C3)cc1
17%	O=C(c1n[nH]c2ccccc12)N1CCC(OCCOc2ccccc2)CC1
55%[activator]	Cc1cc(C)cc(C(=O)N2CCN(C3CCN(CCc4ccccc4)C3=O)CC2)c1 (centres undefined)

More records follow.
ALOX12 inh	mol
?	COc1cccc(N2CC3(COCCN(C(=O)c4ccc(OC)c(OC)c4)C3)C2)c1
26%[176 µM]	CCCCc1cc(C[C@H]2CNCC[C@H]2CC(=O)NC2CCCCC2)no1
12%	CCC[C@H]1CN(CC(=O)NCCc2ccc(F)cc2)C[C@@H]1NC(C)=O
-1%	Cc1ccc(C)c(NC(=O)Cn2c(N3CCCCC3)nc(C)c(C)c2=O)c1
?	O=C(c1ccccn1)N1C[C@@H]2C[C@H](C1)c1ccc(NS(=O)(=O)c3cccc(F)c3)c(=O)n1C2
3%[6.33 µM]	O=[S+]1([O-])NCC2(CCCN(Cc3ccc(F)cc3)C2)Oc2ncccc21 (centres undefined)
19%	Cc1cnc(CCNS(=O)(=O)Cc2ccccc2F)n1C(C)C
7%	N#Cc1ccc(-c2nc(C(=O)NC3CCCCCC3)no2)cc1

Next part
ALOX12 inh	mol
18%	CC1=NS(=O)(=O)N(Cc2ccccc2)C=C1C(=O)OCc1noc(-c2ccccc2C)n1
-1%	CC(C)C(=O)Nc1ccc(C2(C(=O)N3CCN(c4ccccn4)CC3)CCCCC2)cc1
?	CC(=O)Nc1ccc(S(=O)(=O)N[C@H]2CO[C@H]3[C@@H]2OC[C@H]3OC(=O)Nc2ccc(Oc3ccccc3)cc2)cc1
46%[176 µM]	COc1ncccc1-c1nccn2c(C3CN(Cc4c[nH]c5ccccc45)C3)ncc12
41%[activator]	COc1ccc(-c2nc(-c3nnn4c3COC(c3ccccc3Cl)C4)no2)cc1F (centres undefined)
42%[activator]	Cn1cc([C@@H](NC(=O)CCc2ccsc2)C2CC(O)C2)cn1 (some centres undefined)
21%	Cc1ccc(CN2CCCC(c3nc(-c4cccnc4)no3)CCNC(=O)CC2)s1 (centres undefined)
15%	COc1cccc(C(=O)N2CCC(N(C)C3CCOCC3)CC2)c1

Further compounds follow:
ALOX12 inh	mol
14%[176 µM]	CN1Cc2ccc(N3CCOCC3)nc2C(C)(C(=O)NCCCn2ccnc2)C1 (centres undefined)
-6%	CC(=O)c1cccc(-c2cnc3ccc(-c4cccc(CO)c4)nn23)c1
-2%	O=C(NCc1cccs1)c1cc2n(n1)CC(c1ccc(Cl)cc1)OC2 (centres undefined)
72%[activator]	COC[C@@H]1CN(Cc2cccc(C(F)(F)F)c2)C[C@H]1C(=O)NC1CC1
28%	O=C(NCC1CCN(c2cc(-c3ccccc3)[nH]n2)CC1)c1ccc[nH]1
24%	O=c1[nH]nc2n1CCN(Cc1ccc(F)cc1Cl)CC2
39%[activator]	COCCc1noc(-c2ccccc2OC2CN(C(=O)C(C)C)C2)n1
22µM*	COc1cccc(F)c1-c1ccc(COc2ccc3c(cnn3CCC(=O)O)c2)cc1

Next records
ALOX12 inh	mol
6%	Cc1nc(C)c(C(=O)N2[C@@H]3CC[C@H]2CC(NC(=O)c2ccc(F)cc2)C3)s1 (some centres undefined)
21%	O=C(NC1CC1)c1ccccc1OCC1CCCN(C(=O)C2CCCC2)C1 (centres undefined)
28%	CCOCC(=O)N1C[C@@H](Oc2ccccc2)C[C@H]1C(=O)N1CCOCC1
44%	CS(=O)(=O)N1C[C@H]2CCN(C(=O)c3cc[nH]c(=O)c3)C[C@H]21
?	CNC(=O)C(C)(C)N1CCC[C@H]1C(=O)NCCc1ccccc1
-21%	O=C(C1CCCC1)N1CCCCCC1CN1CCOCC1 (centres undefined)
38%[activator]	CCS(=O)(=O)Nc1ccc(C2(C(=O)NC3CCCC3)CCC2)cc1
29%	CCC(=O)N1CCCCC1c1nc(-c2ccncc2)n[nH]1 (centres undefined)

Later entries
ALOX12 inh	mol
26%	Cc1nc(CC2CCN(c3nccc(-c4cccnc4)n3)CC2)no1
?	CC1(C)[C@H](Cc2cc(COc3ccccc3)on2)C[C@@H]1NC1CCC1
-16%	COc1c(C)cc(C(C(=O)O)N2CCC(CN3CCCC3=O)CC2)cc1C (centres undefined)
-5%	O=C(Cc1c[nH]c2ccccc12)N1CCC(n2c(C3CCCO3)nc3cc(C(F)(F)F)ccc32)CC1 (centres undefined)
?	Nc1nc2c(-c3ccc([N+](=O)[O-])cc3)nnn2c2ccccc12
5%	c1ccc(-c2nnc(CN3CCN(c4cnccn4)CC3)o2)cc1
5%	CCOc1ccccc1C1NC(=O)N(CC(=O)NC2CCCC2)C2=C1C(=O)OC2 (centres undefined)
?	COc1ccc(-c2nc(C3CC3)nc3c2CCN(Cc2ccccc2)CC3)cc1

Later entries
ALOX12 inh	mol
14%	COCCN1CCC(N2CCN(C(=O)c3cc(C)ccc3C)CC2)C1=O (centres undefined)
40%[activator]	COc1ccc(CCC(=O)NC2CCc3nnc(C)n3CC2)cc1OC (centres undefined)
-1%	COc1ccc(C2Cn3nnc(C(=O)NCc4ccc(SC)cc4)c3CO2)cc1 (centres undefined)
9%	O=C(NCCc1cccs1)C1CN(S(=O)(=O)C2CC2)CC12CCCCC2 (centres undefined)
-5%	COc1cccc(NC(=O)N2CCN(C(=O)c3cccnc3)[C@@H](C(=O)N[C@H]3CCCNC3=O)C2)c1
33%[activator]	COCCn1c(Cn2cnc(C(C)(C)C)c2)nnc1C1CC(N)C1 (centres undefined)
41%[activator]	COCCC1(NC(=O)C2CC2)CCN(S(=O)(=O)c2ccccc2)CC1
14%	Cc1nc(C)c(CC(=O)N2CCOC(C(F)(F)F)C2)c(=O)[nH]1 (centres undefined)

Remaining list, next part:
ALOX12 inh	mol
15%	CN(Cc1ccc(CN2CCCC(O)(CO)C2)o1)S(C)(=O)=O (centres undefined)
23%	C(=C\c1ccccc1)/CN1CCN(c2nccc(-c3cccnc3)n2)CC1
-4%	Cc1ccc(C2NC(=O)N(CC(=O)NCCCc3ccccc3)C3=C2C(=O)OC3)cc1 (centres undefined)
171%[activator]	CC(=O)N1C[C@@H]2CCCN3CCC[C@@H]([C@H]23)[C@H]1CCCC(=O)NCCC1CCN(C(C)C)CC1
40%[activator]	O=C1COc2cc(C(=O)NC3CC(c4nnc(CO)n4C4CC4)C3)ccc2N1 (centres undefined)
0%	COc1ccc2[nH]c3c(c2c1)CCNC31CCN(C(=O)Cn2c(=O)oc3ccccc32)CC1
45%[activator]	COCCN1CC2(CCC1=O)CCN(C(=O)C(C)SC)CC2 (centres undefined)
7%[12.5 µM]	CC(=O)N1CC2(CCN(CC3CC3)C2)Cc2ccccc21 (centres undefined)

Other records follow:
ALOX12 inh	mol
24%[176 µM]	C[C@@H](NC(=O)C1=C[C@@H](NC(=O)NC2CCCCC2)[C@@H](O)[C@H](O)C1)C(N)=O
-1%[6.33 µM]	Cc1cc(C(=O)N2CCC(F)CC2)c2c(C3CCCN3)noc2n1 (centres undefined)
-1%	Cc1ccc(-c2ncc(C(=O)NCCN(C)C3CCCCC3)c(-c3ccncc3)n2)cc1
73%[activator]	CCC1CN(C(=O)c2ccc(C#CC(C)(C)O)o2)CCN1C(C)C (centres undefined)
56%[activator]	CN1CCN(C2CCN(CCc3ccccc3)C2=O)CC1 (centres undefined)
9%[176 µM]	c1ccc(O[C@H]2COCCN(Cc3ccc(-c4ccccc4)cc3)C2)cc1
24%	Cc1nc(CCNc2cc(C3CC(O)C3)ncn2)sc1C (centres undefined)
10%	CCc1noc(C)c1C(=O)N1CC[C@@H](NC(=O)c2ccccn2)[C@H](O)C1

Continuation:
ALOX12 inh	mol
-15%	Cc1nnc(NC(=O)NC2CCN(Cc3ccccc3)CC2)s1
-21%	CC(C)NC(=O)NC[C@H]1O[C@@H](CC(=O)N2CCN(c3ccc(F)cc3)CC2)[C@H](O)[C@@H]1O
11%	CCCCCn1nc2ccccc2c1OC
0%	Cc1noc(C)c1S(=O)(=O)N1C[C@@H](C(N)=O)[C@H](C2CCN(C)CC2)C1
15%[176 µM]	COc1ccccc1CN1CCc2nc(C(=O)NCc3cccc(F)c3)oc2CC1
6%	CCCc1nc(NCc2c(F)ccc(OC)c2F)c2cnn(C)c2n1
5%	CCOC(=O)N1C(=O)C[C@H](C(=O)N2CCOCC2)[C@H]1c1ccc(OC)cc1
35%	CC(C)N1C(=O)C2(CCCC2)C1C(=O)N(C)Cc1cccnc1 (centres undefined)

Next section.
ALOX12 inh	mol
3%	COc1cc(NC(=O)CCC2CCN(C(=O)c3ccccc3F)CC2)cc(OC)c1
44%[activator]	CCn1c(C2CCCN(CC(C)(C)CN3CCOCC3)C2)nn(C)c1=O (centres undefined)
-2%	Cc1ccccc1CN1CCC2(CC1)OC(=O)N(Cc1ccc(O)cc1)C2(C)c1ccccc1 (centres undefined)
28%	O=C(NC1CC(=O)N(Cc2ccccc2C(F)(F)F)C1)C1CCOCC1 (centres undefined)
16%	O=C(Cc1cccc(F)c1)N1CCCCCC1c1nnc(-c2ccccc2)o1 (centres undefined)
46%[activator]	COc1ccc(-c2cc(N3CCCN(C(=O)c4ccsc4)CC3)n[nH]2)cc1
23%	CCNC(=O)CCc1c(C)nn(-c2ccc(F)cc2)c1Oc1ccccc1C
-14%	Cc1ccc(CN2C(=O)OC(c3cccc(NC(=O)c4cccs4)c3)C2C(=O)NC2CC2)cc1 (centres undefined)

(continued)
ALOX12 inh	mol
27%	Cc1noc(C)c1CC(=O)N1CCC(CCOc2ccccc2F)C1 (centres undefined)
46%[activator][176 µM]	CNC(=O)c1cc2cccnn2n1
26%[176 µM]	CC(C)CCN1CCC2(CC1)CC(=O)c1ccc(Cl)cc1O2
14%	CCC1(C2CCN(C(=O)c3cc4ccccc4o3)CC2)NC(=O)N(CCc2scnc2C)C1=O (centres undefined)

In the list so far, 13 contain an NH in an aromatic ring:
ALOX12 inh	mol
30%[176 µM]	O=C(NCc1ccccc1)N1CC[C@H](c2nc3ccc(F)cc3[nH]2)C1
16%	COc1ccc2[nH]c3c(c2c1)CCNC31CCNCC1
-13%	O=C(Cc1c(F)cccc1Cl)N1CCN(c2cc(-c3ccccc3)[nH]n2)CC1
17%	O=C(c1n[nH]c2ccccc12)N1CCC(OCCOc2ccccc2)CC1
46%[176 µM]	COc1ncccc1-c1nccn2c(C3CN(Cc4c[nH]c5ccccc45)C3)ncc12
28%	O=C(NCC1CCN(c2cc(-c3ccccc3)[nH]n2)CC1)c1ccc[nH]1
24%	O=c1[nH]nc2n1CCN(Cc1ccc(F)cc1Cl)CC2
44%	CS(=O)(=O)N1C[C@H]2CCN(C(=O)c3cc[nH]c(=O)c3)C[C@H]21
29%	CCC(=O)N1CCCCC1c1nc(-c2ccncc2)n[nH]1 (centres undefined)
-5%	O=C(Cc1c[nH]c2ccccc12)N1CCC(n2c(C3CCCO3)nc3cc(C(F)(F)F)ccc32)CC1 (centres undefined)
14%	Cc1nc(C)c(CC(=O)N2CCOC(C(F)(F)F)C2)c(=O)[nH]1 (centres undefined)
0%	COc1ccc2[nH]c3c(c2c1)CCNC31CCN(C(=O)Cn2c(=O)oc3ccccc32)CC1
46%[activator]	COc1ccc(-c2cc(N3CCCN(C(=O)c4ccsc4)CC3)n[nH]2)cc1

Screening results (PubChem)
